Bioassay records as filed in PubChem BioAssay.
AmpC detergent = blocks E. coli AmpC beta-lactamase in detergent assay. AmpC hydrolysis of nitrocefin, absorbance 480 nm, 0.01% Triton. Potency, µM (highest dose often 114 µM), for the others: at the top dose activity change, negative = inhibition, hits mostly inhibitors. P00811. hit rate 0.041% among 370,000. AID 485294;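 note: potency is the fitted concentration of half-maximal effect; 0% = no-compound wells and -100% = no-enzyme wells; nearly all actives have a fitted effect of over 25% in size; some results filed as inactive show a strong effect at the top dose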
Target sequence (P00811 whole entry, looked up): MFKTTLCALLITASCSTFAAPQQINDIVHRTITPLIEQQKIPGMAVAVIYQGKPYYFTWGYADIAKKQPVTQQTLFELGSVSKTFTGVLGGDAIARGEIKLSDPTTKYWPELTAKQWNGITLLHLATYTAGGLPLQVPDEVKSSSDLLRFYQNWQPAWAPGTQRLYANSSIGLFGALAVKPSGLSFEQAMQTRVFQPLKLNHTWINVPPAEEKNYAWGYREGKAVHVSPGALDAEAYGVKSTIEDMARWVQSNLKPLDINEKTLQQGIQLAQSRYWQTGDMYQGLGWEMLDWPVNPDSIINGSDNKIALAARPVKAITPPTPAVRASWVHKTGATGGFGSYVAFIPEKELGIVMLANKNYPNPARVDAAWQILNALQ
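20 mM phosphate pH 7.0 + 0.01% (detergent screen) or 0.0001% Triton X-100; 5.3 nM AmpC reagent; cpd preinc 15 min RT; nitrocefin (800 uM stock) to start; A480 q20 s × 4 min; Activity was normalised to no-enzyme and no-compound control wells.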
Giardia FBPA inh = Giardia lamblia aldolase inhibition; A8B2U2; purified Giardia FBPA; hit rate 0.71% among 290,000; Potency, µM (series often up to 59.6 µM), inactives show at the top dose activity, negative = inhibition, most hits filed as inhibitors; note: potency is the fitted concentration of half-maximal effect; nearly all actives have a fitted effect of over 55% in size
Target sequence (A8B2U2 whole entry, looked up): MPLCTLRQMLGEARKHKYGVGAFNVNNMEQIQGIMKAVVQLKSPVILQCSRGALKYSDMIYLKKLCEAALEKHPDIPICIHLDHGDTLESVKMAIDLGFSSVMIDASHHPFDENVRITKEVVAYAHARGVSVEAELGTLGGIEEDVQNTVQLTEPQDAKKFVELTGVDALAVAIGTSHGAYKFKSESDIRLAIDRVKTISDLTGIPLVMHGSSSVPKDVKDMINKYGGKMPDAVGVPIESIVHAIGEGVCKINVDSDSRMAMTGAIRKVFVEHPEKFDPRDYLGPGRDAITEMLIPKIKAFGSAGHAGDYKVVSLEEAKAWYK
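40 nM FBPA preincubated 10 min at RT with compound (up to 57.5 uM final), then substrate plus GAPDH/TPI/NAD/arsenate coupling and diaphorase/resazurin added. Fluorescence read after 20 min at RT, 525/598 nm.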
AMA1-RON2 inh = disrupts binding of P. falciparum AMA1 to RON2. Potency, µM (highest dose often 58.2 µM), without a hit: at the highest dose activity change, negative = inhibition, most hits filed as inhibitors. AlphaScreen AMA1-biotinylated RON2 peptide binding. hit rate 0.2% among 360,000;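 note: potency is the fitted concentration of half-maximal effect; 0% = vehicle wells and -100% = peptide control; nearly all actives have a fitted effect of over 45% in size; some results filed as inactive show a strong effect at the top dose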
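AMA1 (3D7) with his tag at 25 nM final met compounds first, then biotinylated RON2 peptide at 25 nM; detection used donor plus acceptor beads, 10 µg/mL apiece, read by AlphaScreen after 30 min at room temperature.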
HCMV antiviral = inhibitors of human cytomegalovirus | HFF cells, HCMV-luciferase reporter, 72 h; active compounds read low | activity change, negative = inhibition, % at 57.5 µM | hit rate 4.5% among 410,000 | AID 1259415; in the data active = activity change below about -60%; inconclusive = no clear call, values can overlap the other calls; inactive = above about -39%
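HFF cells seeded 16 h at 37C, treated with compounds, infected with luciferase-reporter HCMV at MOI 1 PFU/cell; luciferase read at 72 h post infection, normalized to buffer-only and Salinomycin controls.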
Sm TGR block = inhibitors of Schistosoma mansoni thioredoxin glutathione reductase | AID 485364 | hit rate 3% among 360,000 | Potency, µM (series often up to 114 µM), for the others: at the highest dose activity change, negative = inhibition, hits mostly inhibitors | purified TGR, DTNB reduction, TNB absorbance 405 nm | Q962Y6; note: potency is the fitted concentration of half-maximal effect; nearly all actives have a fitted effect of over 60% in size
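TGR 20 nM + NADPH 100 uM (dispensed conc.), cpd preinc 15 min RT; start with NADPH (500 uM addition) then DTNB (15 mM addition). Kinetic TNB absorbance, 405 nm filter. Four-parameter Hill fit across titration.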
AmpC no deterg = inhibitors of E. coli AmpC beta-lactamase without detergent; AmpC nitrocefin hydrolysis, absorbance 480 nm, 0.0001% Triton; Potency, µM (series often up to 57.1 µM), for the others: at the top dose activity change, negative = inhibition, hits mostly inhibitors; hit rate 0.52% among 330,000;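 note: potency is the fitted concentration of half-maximal effect; plate controls were no compound for no effect and no enzyme for full effect; nearly all actives have a fitted effect of over 20% in size; some results filed as inactive show a strong effect at the top dose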
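AmpC (5.3 nM in the dispensed reagent) in 20 mM phosphate pH 7.0 with 0.01% (detergent screen) or 0.0001% Triton X-100 was preincubated with compounds for 15 min at room temperature. Nitrocefin was then added from an 800 uM solution, and hydrolysis was followed at 480 nm.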
* hit, by the source's call; ? = inconclusive; / = not tested or not shown; + = active, no number; & = joins results of further samples; [ ] = another dose, or the depositor's remark. Unless noted, calls come from the whole dose curve; as a rule, active = well fitted curve in the direction sought with a large enough effect; inconclusive = small, poorly fitted or top-dose-only effect, or another doubt; inactive = no such curve, though single readings can be large; an effect the other way counts as inactive or inconclusive. Unless noted, % is set by controls: 0 for no effect and ±100 for the full control effect.

Sample of the layout (2 entries):
SMILES | AmpC detergent | Giardia FBPA inh | AMA1-RON2 inh | HCMV antiviral | Sm TGR block | AmpC no deterg
O=C(Nc1ccc(COc2ccccc2)cc1)Nc1cccc(C(=O)O)c1 | ? | -4% | -8% | 14 | -8% | -41%
Cn1c(=O)n(Cc2ccc(F)cc2)c(=O)c2c1nc1n2CCCN1C1CCCCC1 | -9% | 0% | -13% | -67* | 83%[activator] | -1%

Main list (from the top)
SMILES | AmpC detergent | Giardia FBPA inh | AMA1-RON2 inh | HCMV antiviral | Sm TGR block | AmpC no deterg
O=C(Nc1ccc(COc2ccccc2)cc1)Nc1cccc(C(=O)O)c1 | ? | -4% | -8% | 14 | -8% | -41%
Cn1c(=O)n(Cc2ccc(F)cc2)c(=O)c2c1nc1n2CCCN1C1CCCCC1 | -9% | 0% | -13% | -67* | 83%[activator] | -1%
CC(C)c1ccc(NC(=O)c2cc3c(=O)oc4ccccc4c3s2)cc1 | -1% | / | / | ? | -2% | /
COc1ccc(CCN(C)C(=O)c2ccc(COc3ccccc3)o2)cc1OC | 4% | / | 127%[activator] | 103 | -19% | 97%[activator]
O=c1cc[nH]c2cccc(Cc3ccccc3)c12 | -13% | -15% | -10% | -31 | -16% | -18%
Cc1cc(C)c2c(CC(=O)N(Cc3ccccc3)C3CCS(=O)(=O)C3)coc2c1 (centres undefined) | 12% | / | / | 20 | 3% | /
Fc1cccc(Cl)c1Cn1c(-c2cccs2)nc2ccccc21 | -2% | / | / | -63* | 1% | /
CCOC(=O)C1=C(C)N(c2ccccc2)C(=O)NC1c1cccc([N+](=O)[O-])c1 (centres undefined) | -11% | -1% | -23% | 6 | 1% | -2%
CSc1n[nH]c(NCc2cccs2)n1 | -1% | 0% | -1% | -1 | -6% | -10%
CSc1ccc(CNC(=O)CCn2ccc3cc(S(=O)(=O)N4CCCC4)ccc32)cc1 | ? | 5% | -5% | 0&-10 | -5%&-7% | -18%
O=C(N/N=C/c1cccc(Cl)c1)c1c(O)c2c([nH]c1=O)CCCC2 | -8% | 0% | 0% | -23 | 12% | -16%
O=C(Nc1ccc(Br)cn1)c1cccc(C(=O)Nc2ccc(Br)cn2)c1 | ? | 12% | 4% | 29 | 1% | -27%
CC(C)CCNC(=O)c1ccc(Cn2c(=S)[nH]c3ccccc3c2=O)cc1 | -1% | 9% | 19% | 18 | -8% | -20%
CCOC(=O)c1c(C)c(-c2ccccc2)n(CC(=O)NCCc2cccc(C)c2)c1C | -3% | / | / | -3 | -7% | /
COc1cc(CCC(=O)Nc2cc(C)cc(C)c2)cc(OC)c1OC | -7% | 4% | -2% | ? | 0% | 26%
CCOC(=O)Cc1csc(/N=C/c2c(O)n(-c3ccc(C)cc3C)c(=O)c3ccccc23)n1 | ? | -6% | -1% | ? | -15% | -34%
COC(=O)CCC(=O)Nc1ccc(S(=O)(=O)Nc2cc(OC)nc(OC)n2)cc1 | 4% | -9% | 6% | ? | 1% | -8%
O=C(CSc1nc2ccccc2n1CC(=O)N1CCCCC1)N1CCCCC1 | -5% | -1% | 2% | 5 | -3% | 6%
COCC(=O)Nc1nc(-c2ccccc2)ns1 | 10% | -2% | -5% | 61 | 4% | -20%
CCCCOc1ccc(C)cc1CN(CCO)CCO | -3% | 2% | -5% | -12 | 2% | -10%
CCOC(=O)c1c(C)[nH]c(C)c1C(=O)CSc1nc2ccccc2n1CC | 0% | -9% | -7% | -40 | 2% | -4%
COC(=O)CC1COc2ccccc2N1S(=O)(=O)c1ccc(OC)cc1 (centres undefined) | 0% | 3% | -1% | -16 | ? | 19%
COc1ccc(S(=O)(=O)N(C)c2ccc(C(=O)NCc3ccncc3)cc2)cc1 | ? | 1% | 7% | 13 | -12% | 115%[activator]
N#CCC(=O)Nc1ccc(C(=O)OCC(=O)N2CCN(C(=O)c3ccco3)CC2)cc1 | / | / | 0% | -9 | / | 31%
O=C(CCC(=O)N1CCN(c2ccccc2F)CC1)c1ccc(F)cc1 | -5% | 2% | -2% | -34 | -5% | 3%
CSCCC(NC(=O)c1ccc(Cl)cc1Cl)C(=O)N1CC(C)OC(C)C1 (centres undefined) | 4% | / | 8% | 31 | -2% | 0%
CN1CCN(C(=O)/C=C/c2cn(-c3ccccc3)nc2-c2ccc3c(c2)OCCO3)CC1 | 3% | -6% | 2% | -11 | -1% | 172%[activator]
Fc1ccc([C@@H]2Nc3ccccc3[C@@H]3C=CC[C@@H]32)cc1 | 10% | / | / | 12 | 5.6µM* | /
COc1ccc(C)cc1NC(=O)c1nnn(Cc2cc(C)ccc2C)c1N | 8% | 2% | -5% | -22 | -3% | -14%
COC(=O)c1cccc(OC(N)=O)c1 | ? | 1% | -13% | / | -5% | -12%
O=C(O)CCC(=O)N1c2ccccc2NC2=C(C(=O)CC(c3ccc(F)cc3)C2)C1c1ccc([N+](=O)[O-])o1 (centres undefined) | -5% | -4% | 15% | -11 | -34% | -27%
CCc1nn(CC(=O)NCCCN(CC)CC)c(=O)c2cc3occc3n12 | 17% | / | / | -20 | -3% | /
COc1cc(NC(=O)COc2c(C)cc(C)cc2[N+](=O)[O-])c(OC)cc1Cl | ? | 9% | -23% | ? | -2% | -29%
O=C(O)c1cc2ccc3ccccc3c2oc1=O | -5% | -15% | -7% | ? | -18% | -20%
COc1cc2[nH]c(=O)n(CCCC(=O)NCc3ccc(Cl)cc3)c(=O)c2cc1OC | -1% | / | / | -1 | -8% | /
CN(C)c1ccc(/C=N/NC(=O)c2ccn(C)n2)cc1 | 3% | -4% | -11% | 72 | -5% | -6%
CCOC(=O)c1c(C)[nH]c(C)c1S(=O)(=O)N1CCC(C(=O)NCc2cccc(C)c2)CC1 | 0% | / | / | -22 | 2% | /
CC(C)(C)c1ccc(OCCC(=O)OCC(=O)N2c3ccccc3NC(=O)C2(C)C)cc1 | -12% | / | -3% | / | 12% | 0%
Cc1ccc(C)c2[nH]c(=O)c(C(c3nnnn3C3CCCC3)N3CCOCC3)cc12 (centres undefined) | -9% | 0% | 3% | 35 | 45%[activator] | -22%
O=C(c1ccc(Cl)c(Cl)c1)N1CCN(Cc2ccc3c(c2)OCO3)CC1 | ? | -6% | -9% | -26 | 3% | 134%[activator]
Cc1nn(CC(=O)N/N=C/c2ccc3c(c2)OCO3)c(C)c1Br | -6% | 0% | -5% | -11 | -5% | -24%
C[C@H](CO)N1C[C@H](C)[C@@H](CN(C)C(=O)Nc2ccccc2)Oc2ccc(NS(=O)(=O)c3ccccc3)cc2C1=O | / | / | 8% | ? | / | 21%
COCCOCC(=O)Nc1ccc(S(=O)(=O)Nc2cc(C)nc(C)n2)cc1 | -11% | ? | 0% | 14 | 45%[activator] | -22%
COc1cccc(NC(=O)C(=O)NCC(c2cccnc2)N2CCN(c3ccccc3)CC2)c1 (centres undefined) | -2% | / | / | 70 | -6% | /
O=c1c(-c2ccccc2)c[nH]n1-c1cccc([N+](=O)[O-])c1 | 5% | ? | -9% | 17 | 9% | -35%
COc1ccc([N+](=O)[O-])cc1NC(=O)C(C)OC(=O)C1c2ccccc2Oc2ccccc21 (centres undefined) | 4% | 3% | -20% | -10 | 17% | -27%
COc1ccc(C(C)=O)cc1CN(c1ccccc1OC)S(=O)(=O)c1cccs1 | ? | -2% | 4% | 16 | -18% | -5%
CCc1nc(NCCN)c(C#N)c2c1CSC(C)(C)C2 | ? | 3% | -2% | -20 | -32% | 47%

Record cards (already shown).
CCOC(=O)c1c(C)c(-c2ccccc2)n(CC(=O)NCCc2cccc(C)c2)c1C is listed with AmpC detergent: -3%; Giardia FBPA inh: /; AMA1-RON2 inh: /; HCMV antiviral: -3; Sm TGR block: -7%; AmpC no deterg: /
CCc1nn(CC(=O)NCCCN(CC)CC)c(=O)c2cc3occc3n12 is listed with AmpC detergent: 17%; Giardia FBPA inh: /; AMA1-RON2 inh: /; HCMV antiviral: -20; Sm TGR block: -3%; AmpC no deterg: /

Remaining list, next part
SMILES | AmpC detergent | Giardia FBPA inh | AMA1-RON2 inh | HCMV antiviral | Sm TGR block | AmpC no deterg
CCSc1nc(C)nc2sc(C)c(C)c12 | 0% | -1% | 5% | -11 | 10% | -16%
CN1C(=O)NC(c2ccccc2)(C(F)(F)F)S/C1=C(/C#N)c1nnc(N2CCOCC2)n1-c1ccccc1 (centres undefined) | -7% | -22% | 0% | -27 | -25% | 96%[activator]
COc1cc2c(cc1OC)-c1cc(NC3CC3)nc(=O)n1CC2 | ? | 2% | -5% | 46 | 22% | -31%
Cc1cc(NC(=O)CSCC(=O)OCC(=O)c2cccc(Br)c2)no1 | 1% | / | -9% | -1 | -8% | 32µM*
O=C(COC(=O)Cc1ccccc1F)NNC(=O)c1ccc([N+](=O)[O-])cc1 | -15% | / | 84%[activator] | -29 | 0% | -10%
O=C(NNC(=O)c1ccncc1)Nc1ccccc1 | 3% | 9% | -4% | 7 | -3% | -6%
CC(C)(C)OC(=O)N1CCC(c2c(C(=O)N3CCCCC3)cnn2-c2ccc(F)cc2F)CC1 | 12% | / | / | 0 | 24% | /
CC(C)CCNC(=O)c1c[nH]c2ccc(S(=O)(=O)N3CCOCC3)cc2c1=O | 0% | -1% | -4% | -27 | -1% | 50%
C/C(=N\O)c1noc(C)c1C(=O)Nc1nccs1 | 3% | / | 19% | -3 | -1% | -22%
Cc1c(N=Cc2ccc[nH]2)c(=O)n(-c2ccccc2)n1C | -2% | -2% | 4% | -5 | -2%[11.4 µM] | 4%
CCOC(=O)c1ccc(N=c2sc(C(=O)OC)cc(=O)n2C2CC2)cc1 | 4% | 2% | 13% | 15 | -27% | -10%
Cc1nc2ccc(S(=O)(=O)NCC(=O)NC(C)c3ccccc3)cc2s1 (centres undefined) | 1% | 5% | -6% | -18 | -3% | -3%
CC1CCCC(C)N1CC(O)Cn1c2ccccc2c2ccccc21 (centres undefined) | 3% | -1% | -2% | -22 | ? | -8%
COc1ccc(S(=O)(=O)N(CC(=O)NCc2ccc(C)cc2)c2ccc(Cl)cc2)cc1 | 9% | / | / | -31 | 0% | /
CC(C)OS(C)(=O)=O | 2% | / | -1% | -18 | 1% | -17%
COC(=O)COc1ccc(-c2nccc(-c3ccc(Br)cc3)n2)cc1 | 2% | -2% | 0% | 16 | 0% | -1%
CCCc1cc(=O)oc2cc(C)cc(OCC(=O)N3CCC(C(N)=O)CC3)c12 | -11% | -15% | -1% | 16 | 9% | -18%
O=C1NC(=Nc2ccccc2)S/C1=C/c1cccs1 | -10% | 4% | -6% | 16 | 0% | -34%
O=S(=O)(/C=C/c1ccccc1)N1CCOCC1 | 2% | 7% | 2% | 10 | -4% | -2%
CC(C)(C)c1ccc(C(=O)N2CCN(C(=O)c3cccs3)CC2)cc1 | / | / | -2% | 22 | / | 34%
COc1cc([N+](=O)[O-])ccc1NC(=O)CC1SC(=Nc2ccc(F)cc2)N(CCC2=CCCCC2)C1=O (centres undefined) | ? | -4% | -2% | -99* | -35% | ?
Cc1ccc(-c2onc(C)c2C)cc1S(=O)(=O)N1CCOc2ccccc21 | 2% | -12% | 3% | + | -10% | 16%
